CHT PAM: human CHT allosteric activation. CHT-expressing cells, membrane potential dye, choline EC20; active compounds read high; LV-AA mutant CHT in HEK293 cells. Q9GZV3. AID 488977. actives 0.49% (n = 310,000). B-score at 10 µM;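 active means initial fluorescence not abnormally high and integrated response B-score, plate-corrected, over 3 SD above library mean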
Target sequence (Q9GZV3 whole entry, looked up): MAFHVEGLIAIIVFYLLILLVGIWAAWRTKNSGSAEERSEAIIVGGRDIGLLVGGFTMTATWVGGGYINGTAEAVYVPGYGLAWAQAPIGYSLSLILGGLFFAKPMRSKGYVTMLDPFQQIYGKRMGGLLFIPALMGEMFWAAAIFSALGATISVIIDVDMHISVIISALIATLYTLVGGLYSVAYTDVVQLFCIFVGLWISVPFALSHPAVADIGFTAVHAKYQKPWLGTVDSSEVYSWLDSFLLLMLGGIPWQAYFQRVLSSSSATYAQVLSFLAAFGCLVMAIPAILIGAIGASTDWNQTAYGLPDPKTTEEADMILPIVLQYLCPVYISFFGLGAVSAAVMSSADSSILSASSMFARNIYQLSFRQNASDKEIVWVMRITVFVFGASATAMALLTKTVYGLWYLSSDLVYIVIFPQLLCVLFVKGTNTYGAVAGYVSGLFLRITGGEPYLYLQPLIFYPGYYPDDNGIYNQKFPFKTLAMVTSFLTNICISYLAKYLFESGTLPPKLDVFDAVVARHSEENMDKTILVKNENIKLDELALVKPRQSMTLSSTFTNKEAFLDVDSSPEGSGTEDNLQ
STK33 kinase inh: inhibitors of human STK33 kinase; AID 2661; actives 0.073% (n = 320,000); Q9BYT3; inhibition, % at 10 µM; purified STK33, MBP phosphorylation, ADP-Glo luminescence;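 active means inhibition at or above 25%, using the most active replicate where run in duplicate; inactive means inhibition below 25%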
Target sequence (Q9BYT3 whole entry, looked up): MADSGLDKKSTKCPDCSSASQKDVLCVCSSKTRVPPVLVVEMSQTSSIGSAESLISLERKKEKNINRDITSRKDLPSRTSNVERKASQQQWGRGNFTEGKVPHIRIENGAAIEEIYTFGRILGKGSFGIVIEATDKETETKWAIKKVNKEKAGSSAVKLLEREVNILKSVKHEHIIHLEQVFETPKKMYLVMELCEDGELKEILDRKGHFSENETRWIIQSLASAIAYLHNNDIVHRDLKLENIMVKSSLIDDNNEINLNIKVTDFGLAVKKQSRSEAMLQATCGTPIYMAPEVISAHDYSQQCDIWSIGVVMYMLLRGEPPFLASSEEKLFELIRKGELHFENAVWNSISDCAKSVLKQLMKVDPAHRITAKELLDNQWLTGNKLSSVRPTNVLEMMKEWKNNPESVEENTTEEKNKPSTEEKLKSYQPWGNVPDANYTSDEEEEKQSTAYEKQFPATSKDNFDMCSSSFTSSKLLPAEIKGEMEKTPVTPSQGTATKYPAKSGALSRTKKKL
CHT block: inhibitors of human choline transporter CHT. B-score at 10 µM. actives 0.86% (n = 310,000). CHT-expressing cells, membrane potential dye, choline response; active compounds read low. Q9GZV3;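 active means B-score over 3 SD under the library average, and starting fluorescence ratio not unusually high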;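 further: choline stimulus applied at its EC90 after an EC20 pre-addition; B-score computed on integrated fluorescence ratio after choline addition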
* hit, by the source's call; i = inactive; nt = no result given; & = joins results of further samples.

SMILES	CHT PAM	STK33 kinase inh	CHT block
NC1=NC[C@H](c2ccccc2)N1CCc1cc(C(F)(F)F)cc(C(F)(F)F)c1	i	-0.1	i
Cc1ccc(C)c(NC(=S)NNc2ccc(F)cc2F)c1	i	-1.7	i
CCc1ccc(C(=O)NCc2ccc(Cl)cc2Cl)cc1	i	-0.6	i
COc1ccccc1-c1coc2cc(O)cc(O)c2c1=O	i	0.4	-5.9*
C=CCN(C(=O)c1ccc2snnc2c1)c1ccccc1	i	0.2	i
COCCn1c(SCC(N)=O)nnc1-c1c[nH]c2ccccc12	i	-0.2	i
Cn1nc([N+](=O)[O-])nc1Oc1ccccc1F	i	-1.9	i
Cc1sc(NC(=O)c2oc3ccccc3c2C)c(C#N)c1C	i	-0.3	i
CCOC(=O)c1c(-c2cccs2)csc1NC(=O)CN(CC)CC	i	-0.2	i
CCOC(=O)CNc1nc(C(C)(C)C)nc2c1nnn2Cc1ccccc1	i	-0.6	i
Cc1ccc(-c2nn(C)c(=O)c3ccccc23)cc1S(=O)(=O)N1CCCC1	i	0.6	i
CCOC(=O)Cc1csc(NC(=O)CN2CCCCC2)n1	i	0.5	i
CCC(Oc1cc(Cl)ccc1Cl)C(=O)NNC(=O)CCC(=O)O (stereo not drawn)	i	-1.2	i
C#CCOCCOCCOCCNc1nc(N2CCN(C(=O)[C@H](CCC(=O)O)n3cc(C(N)[C@H](C)CC)nn3)CC2)nc(N2CCN(C(=O)[C@H](CCC(=O)O)n3cc(C(N)[C@H](C)CC)nn3)CC2)n1 (stereo partly drawn)	i	-1.4	i
CS/C(N)=N/N=C/c1ccc2c(c1)OCO2	i	3.2	i
NC(=O)COc1ncnc2scc(-c3ccc(F)cc3)c12	i	2.2	i
CC(C)(C)n1ncc2c(=O)n(CC(=O)N3CCCCC3)cnc21	i	0.4	i
CCC1(c2ccc(F)cc2)NC(=O)N(CC(=O)Nc2ccc(C(N)=O)cc2)C1=O (stereo not drawn)	i	0.3	i
Cc1ccc(S(=O)(=O)N(C)C)cc1NC(=O)COC(=O)/C=C/c1ccc(F)cc1	i	0.5	i
CCCSc1nnc(NC(=O)c2ccco2)s1	i	-0.1	i
Cc1cccc(C(=O)Oc2cc(C)[nH]c(=O)c2[N+](=O)[O-])c1	i	-1.5	i
CCc1ccc(OC(C)C(=O)N(Cc2ccccc2)C2CCS(=O)(=O)C2)cc1 (stereo not drawn)	i	0.7	i
CN(Cc1cccnc1)C(=O)CCCc1c[nH]c2ccccc12	i	-1.0	i
CCC(C)(C)n1nnnc1C(c1cc2cc(OC)ccc2[nH]c1=O)N1CCc2ccccc21 (stereo not drawn)	i	-0.8	i
Nc1nc(-c2ccc(Cl)cc2)nc(-c2ccc(Cl)cc2)n1	i	-0.3	i
CCOCCn1c(SCC)nc2c1c(=O)[nH]c(=O)n2C	i	-1.1	i
O=C(Nc1ccc(NC(=O)c2cccs2)cc1)c1cccnc1	i	-1.4	i
Cc1ccc(C(=O)c2cnc3cc4c(cc3c2S(=O)(=O)c2ccccc2)OCCO4)cc1	i	-2.4	i
O=C1CC(SCc2nc3ccccc3[nH]2)C(=O)N1c1cccc(Cl)c1 (stereo not drawn)	i	0.5	i
COc1ccc(S(=O)(=O)NC(C)C(=O)Nc2ccccc2F)cc1 (stereo not drawn)	i	-0.5	i
Oc1oc(-c2ccccc2)nc1C=NCc1ccccc1	i	-0.8	i
Cc1ccc(S(=O)(=O)N(CC(=O)Nc2cccc([N+](=O)[O-])c2)C2CCCCC2)cc1	i	-0.5	i
COc1ccccc1C1C(C(=O)c2sc(C)nc2C)=C(O)C(=O)N1CCN1CCOCC1 (stereo not drawn)	i	-0.6	i
CC1CN(C(=S)NC2CCCC2)CC(C)O1 (stereo not drawn)	i	0.7	i
CSc1cccc(NC(=S)N2CCC(N(C)C3CCCCC3)CC2)c1	i	-2.0	i
Cc1ccc(-c2nc(SCC(=O)NCC3CCCO3)c(-c3ccccc3)[nH]2)cc1 (stereo not drawn)	i	1.2	i
Cc1ccc(NC(=S)N(CCCN2CCOCC2)Cc2ccco2)cc1	i	-0.2	i
C[C@@H]1NC(=O)c2cc([N+](=O)[O-])cc(F)c2NCCC[C@@H](C(N)=O)NC(=O)[C@H](CC(N)=O)NC1=O	i	-0.5	i
CC(=O)c1c(C)[nH]c(C(=O)Nc2cccc(C)n2)c1C	i	2.9	i
COC(=O)c1ccc(NC(=O)CSc2nnc(COc3c(C)cccc3C)o2)cc1	i	-0.5	i
O=C(CN1C(=O)NC2(CCCC2)C1=O)NNC(=O)c1ccc(Br)cc1	i	-0.9	i
Cc1cccc(NC(=S)N(CCCN(C)C)Cc2cc3cc4c(cc3[nH]c2=O)OCO4)c1	i	-0.4	i
O=C(CSc1nc2ccccc2[nH]1)NC1CCS(=O)(=O)C1 (stereo not drawn)	i	2.4	i
Cc1nc2ccc(C(=O)N/N=C/c3ccccc3O)cc2[nH]1	i	0.7	i
CCCCOc1ccc(Cl)cc1CSc1n[nH]c(C)n1	i	-0.4	i
CC(CC(=O)N1CCN(C(=O)c2ccccc2)CC1)c1ccccc1 (stereo not drawn)	i	-1.2	i
N#C/C(=C\c1ccncc1)C(N)=O	i	-1.1	i
CC(=O)Nc1ccc(NC(=O)C(C)OC(=O)c2ccc(C)s2)cc1 (stereo not drawn)	i	1.0	i
Cc1ccc(/C=C(\NC(=O)c2ccccc2)C(=O)NC(Cc2ccccc2)C(=O)O)cc1 (stereo not drawn)	i	-1.7	i
CCN1CCCC1CNCC(=O)Nc1ccc(OC(F)(F)F)cc1 (stereo not drawn)	i	-1.5	i
New compounds follow.
SMILES	CHT PAM	STK33 kinase inh	CHT block
CCCCC(=O)Nc1nc2c(s1)COc1ccccc1-2	i	-1.1	i
c1ccc(Cn2ncc3c(N4CCCCC4)ncnc32)cc1	i	0.2	i
CCC(C)(C)C1CCC(=NNS(=O)(=O)c2ccc(C)c([N+](=O)[O-])c2)CC1 (stereo not drawn)	i	-1.5	i
CC(C)(CO)NC(=O)C(c1ccccc1)c1ccccc1	i	-0.4	i
COc1ccc(CC(=O)OCn2nnc3ccccc3c2=O)cc1OC	i	-1.1	i
CC1CCN(c2nc3ccc(C(=O)NCCCN4CCCCC4C)cc3s2)CC1 (stereo not drawn)	i	-1.2	i
CCC(C)NC(=O)Cn1c(=O)n(CCCCCC(=O)Nc2ccccc2)c(=O)c2sccc21 (stereo not drawn)	i	-0.1	i
CNNC(=S)NC1CC2CC1C1C=CCC21 (stereo not drawn)	i	0.3	i
COc1ccc(NC(=O)CN2CCN(S(=O)(=O)c3ccc(C(C)C)cc3)CC2)cc1OC	i	nt	i
CCN(C(=O)CN1C=NS(=O)(=O)c2ccccc21)c1ccccc1	i	-1.5	i

11 structures from above, ordered by number of heavy atoms, smallest number first.
SMILES	CHT PAM	STK33 kinase inh	CHT block
N#C/C(=C\c1ccncc1)C(N)=O	i	-1.1	i
CNNC(=S)NC1CC2CC1C1C=CCC21 (stereo not drawn)	i	0.3	i
CCCCC(=O)Nc1nc2c(s1)COc1ccccc1-2	i	-1.1	i
CC(C)(CO)NC(=O)C(c1ccccc1)c1ccccc1	i	-0.4	i
Cc1nc2ccc(C(=O)N/N=C/c3ccccc3O)cc2[nH]1	i	0.7	i
CC(=O)Nc1ccc(NC(=O)C(C)OC(=O)c2ccc(C)s2)cc1 (stereo not drawn)	i	1.0	i
CC(CC(=O)N1CCN(C(=O)c2ccccc2)CC1)c1ccccc1 (stereo not drawn)	i	-1.2	i
CCC(C)(C)C1CCC(=NNS(=O)(=O)c2ccc(C)c([N+](=O)[O-])c2)CC1 (stereo not drawn)	i	-1.5	i
CC1CCN(c2nc3ccc(C(=O)NCCCN4CCCCC4C)cc3s2)CC1 (stereo not drawn)	i	-1.2	i
COc1ccc(NC(=O)CN2CCN(S(=O)(=O)c3ccc(C(C)C)cc3)CC2)cc1OC	i	nt	i
CCC(C)NC(=O)Cn1c(=O)n(CCCCCC(=O)Nc2ccccc2)c(=O)c2sccc21 (stereo not drawn)	i	-0.1	i

Next part.
SMILES	CHT PAM	STK33 kinase inh	CHT block
O=C(c1ccc(COc2ccccc2Cl)o1)N1CCN(Cc2ccc3c(c2)OCO3)CC1	i	-0.3&-1.7	i
CCCCc1cc(=O)oc2cc(C)cc(O)c12	i	-4.2	i
Cc1ncc(CSCC(=O)Nc2cc(C(F)(F)F)ccc2Cl)c(CO)c1O	i	-0.6	i
O=C(Nc1ccccc1C(F)(F)F)c1cc(S(=O)(=O)N2CCC3(CC2)OCCO3)ccc1F	i	-0.4	i
CCOC(=O)[C@@H]1[C@H]2COc3ccc(Br)cc3[C@H]2N2C(=O)N(c3cccc(F)c3)C(=O)[C@]12C	i	-0.7	i
CC(NC(=O)c1cc(COc2ccccc2)on1)c1nccs1 (stereo not drawn)	i	-0.7	i
Clc1ccc(CSc2nccn2Cc2ccccc2)cc1	i	-0.6	i
COc1ccc(NC(=O)CSCC(=O)NCc2ccco2)cc1	i	0.5	i
Cc1cccc(S(=O)(=O)c2c(N)n(-c3ccccc3)c3nc4ccccc4nc23)c1	i	-0.7	i
Cc1c(Cl)c(C(F)(F)F)nn1CC(=O)NCc1ccco1	i	-0.9	i
COc1ccc(O)c(/C=N/NC(=S)Nc2cccc(S(=O)(=O)N(C)C)c2)c1	i	2.0	i
COc1ccc(S(=O)(=O)N2CCCCC2)cc1NCC(=O)Nc1ccc(C)cc1	i	-0.2	i
CC(=O)c1cccc(-n2nnnc2SCC(=O)Nc2cccc(NC(=O)c3ccco3)c2)c1	i	0.9	i
CS(=O)(=O)c1ccc2nc(NC(=O)CN3C(=O)C4CC=CCC4C3=O)sc2c1 (stereo not drawn)	i	2.1	i
COc1ccc(NCc2nnc(SCC#N)n2-c2ccccc2OC)cc1	i	nt	i
O=C(Nc1ccc2c(c1)OCO2)C(c1ccccc1)N1CCN(C(=O)c2ccco2)CC1 (stereo not drawn)	i	-0.2	i
CC(C)(NS(=O)(=O)OCC(Cl)(Cl)Cl)c1ccccc1	i	-1.1	i
CC(=O)Nc1ccc(NC(=O)CCn2nnc3ccccc32)cc1	i	0.8	i
CCO[C@H]1OC(C(=O)NCc2ccccc2)=C[C@@H](c2ccc3c(c2)OCO3)[C@@H]1CCCO	i	2.2	i
Cc1cc(C)n(CC(O)COc2ccc3ccccc3c2)n1 (stereo not drawn)	i	nt	i
Cc1cccc(NS(=O)(=O)c2c(C)nc3scc(C)n3c2=O)c1	i	0.0	i
COC(=O)c1ccc(OCCn2cnc3ccccc3c2=O)cc1	i	-0.3	i
O=C(Nc1ccccc1C(=O)Nc1ccc(Br)cn1)c1cccc([N+](=O)[O-])c1	i	-1.9	i
O=C(Cc1cccc(C(F)(F)F)c1)NCC(c1ccco1)N1CCCCC1 (stereo not drawn)	i	0.1	i
O=c1cccc2n1Cc1cc3ccccc3nc1-2	i	1.5	i
Clc1ccc(C(c2ccccc2)N2CCNCC2)cc1 (stereo not drawn)	i	-0.3	i
CN(C)c1c(F)cc(-c2nn[nH]n2)cc1F	i	-1.6	i
COc1ccc(NCC(=O)N/N=C/c2c(C)nn(Cc3ccccc3)c2Cl)cc1	i	-1.2	i
COC(=O)c1ccc(CSc2nc3c(c(=O)n2-c2ccccc2)SCC3)o1	i	-0.9	i
CCOc1cc(CNC2CCCC2)cc(Cl)c1OCc1ccccc1	i	-1.2	i
O=C1CC(N2C(=O)/C(=C/C=C/c3ccccc3)SC2=S)C(=O)N1c1ccccc1 (stereo not drawn)	i	8.9	i
N#CC1=C(N)Oc2cc(N)ccc2C1c1cccnc1 (stereo not drawn)	i	-0.3	i
O=C(c1ccc(-c2cc(Cl)ccc2Cl)o1)N1CCOCC1	i	2.8	i
O=C(NCCCn1ccnc1)c1ccc(Br)s1	i	-0.3	i
COc1ccc(NC(=O)CN2C(=O)C(c3ccccc3)=NC23CCCCCC3)cc1	i	-2.0	i
CN(C)c1cccc(C(=O)Nc2cc(C(F)(F)F)ccc2-n2cnc3ccccc32)c1	i	nt	i
Cc1nc(SCC(=O)NCCc2ccc(Cl)cc2)nc(C)c1C	i	0.2	i
CCOc1ccc(C(=O)Nc2nnc(SCC(=O)NCC3CCCO3)s2)cc1OCC (stereo not drawn)	i	-1.8	i
Cc1nn(CC(=O)OCC(=O)Nc2ccccc2[N+](=O)[O-])c(C)c1[N+](=O)[O-]	i	-1.0	i
CC1CCC2C(C1)OS(=O)(=O)NC2(C)C (stereo not drawn)	i	-1.9	i
CCCn1nc2cc(C(=O)NC3CCCc4ccccc43)ccc2c1OCC (stereo not drawn)	i	-0.4	i
COc1ccc(C2N(c3ccc(OC)cc3)C(=O)C3CCCN32)cc1 (stereo not drawn)	i	1.9	i
CC(c1ccccc1)N(NC(=O)C(O)(c1ccccc1)c1ccccc1)C(=O)c1ccccc1 (stereo not drawn)	i	nt	i
COc1ccc(OC)c(C2=Nn3c(nnc3C3CCCCC3)SC2)c1	i	-0.3	i
Cc1ccc(S(=O)(=O)N(C)C)cc1NC(=O)c1cccs1	i	-1.4	i
CN(C)S(=O)(=O)c1cccc(NC(=O)CCCC2CCCCC2)c1	i	-0.3	i
CCOC(=O)n1c(=O)n(C)c2ccc(Cl)cc21	i	-2.6	i
N=C1C(c2nc(-c3cccc([N+](=O)[O-])c3)cs2)=C(O)CN1NC(=O)c1ccco1	i	-2.1	i
COc1cccc(-c2cc(C(=O)Nc3cc(OC)c(OC)c(OC)c3)no2)c1	i	-1.5	i

High-throughput results (PubChem)
